Screening results deposited in PubChem BioAssay by NMMLSC.
Bim-Bcl-2: human Bim-Bcl-2 interaction inhibition | inhibition, % at 10 µM | P10415 | 190,000 compounds, 0.06% hits | Bead-based flow cytometry, Bim peptide-Bcl-2 binding; in the data active = inhibition above about 40%; inconclusive = no clear call, values can overlap the other calls;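 also: 0% = no compound wells with probe peptide and 100% = reference peptide inhibitor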
Target sequence (P10415 whole entry, looked up): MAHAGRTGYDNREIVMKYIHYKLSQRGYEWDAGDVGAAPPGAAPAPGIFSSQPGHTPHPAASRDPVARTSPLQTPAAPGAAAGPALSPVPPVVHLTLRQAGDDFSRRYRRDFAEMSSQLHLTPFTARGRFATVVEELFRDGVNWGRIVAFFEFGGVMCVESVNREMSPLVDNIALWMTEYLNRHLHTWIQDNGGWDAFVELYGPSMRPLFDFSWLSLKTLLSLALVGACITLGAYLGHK
ABCB1 block: human ABCB1 inhibition, ABCG2 as counter-screen. P08183. CCRF-Adr cells, JC-1 efflux, flow cytometry. inhibition, % at 6.6 µM. 190,000 compounds, 0.067% hits. AID 1326; in the data active = inhibition above about 40%;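 also: 0% = vehicle and 100% = reference inhibitor; higher value means more JC-1 retained so stronger ABCB1 efflux block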
Bim-Bcl-XL: disrupts Bim peptide binding to human Bcl-XL; Q07817; inhibition, % at 10 µM; 190,000 compounds, 0.04% hits; bead flow cytometry, fluorescence
Target sequence (Q07817 whole entry, looked up): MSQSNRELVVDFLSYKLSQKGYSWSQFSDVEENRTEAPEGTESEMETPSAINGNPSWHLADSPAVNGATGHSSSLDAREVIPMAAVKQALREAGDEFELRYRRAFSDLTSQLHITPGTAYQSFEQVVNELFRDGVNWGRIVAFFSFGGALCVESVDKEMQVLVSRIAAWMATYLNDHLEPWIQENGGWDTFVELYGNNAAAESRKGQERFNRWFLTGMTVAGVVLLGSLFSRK
RGS8-Gao reg: modulates binding of RGS8 to human Galphao; multiplexed bead flow cytometry; actives lie on both sides; response (percent of control binding), % at 10 µM; AID 1423; 220,000 compounds, 0.34% hits; in the data active = response below about 60% or above about 140%; inactive = in between;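 also: Galphao activated as the GDP aluminium fluoride complex binding bead-coupled RGS8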
Bcl-W Bim block: disrupts Bim peptide binding to human Bcl-W | inhibition, % at 10 µM | 190,000 compounds, 0.02% hits | Q92843 | bead-based flow cytometry;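 also: 0% = bound tracer without compound and 100% = peptide blocker; higher means less fluorescent Bim peptide bound to Bcl-W beads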
Target sequence (Q92843 whole entry, looked up): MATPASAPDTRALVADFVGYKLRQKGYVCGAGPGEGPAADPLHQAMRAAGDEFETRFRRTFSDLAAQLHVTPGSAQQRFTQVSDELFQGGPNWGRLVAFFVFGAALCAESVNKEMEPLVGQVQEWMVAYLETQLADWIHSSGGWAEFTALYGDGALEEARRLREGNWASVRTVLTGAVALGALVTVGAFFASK
Bim-Bcl-B: disrupts Bim peptide binding to human Bcl-B | Q9HD36 | bead-based flow cytometry | inhibition, % at 10 µM | 190,000 compounds, 0.073% hits;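 also: 0% = tracer peptide without compound and 100% = reference inhibitor peptide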
Target sequence (Q9HD36 whole entry, looked up): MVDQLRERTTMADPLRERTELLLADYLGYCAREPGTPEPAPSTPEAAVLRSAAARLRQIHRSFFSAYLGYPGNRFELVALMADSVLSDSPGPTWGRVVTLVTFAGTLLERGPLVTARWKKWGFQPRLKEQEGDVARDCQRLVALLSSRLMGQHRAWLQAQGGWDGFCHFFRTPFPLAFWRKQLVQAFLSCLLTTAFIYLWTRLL
GSH fluor: GSH bead compound fluorescence profile. GSH beads flow cytometry, compound fluorescence 488/530 nm; active compounds read high. fluorescence (KMESF) at 10 µM. 190,000 compounds, 0.25% hits; in the data active = fluorescence above about 89;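 also: glutathione beads carrying GST-tagged Bcl family fusion proteins plus one bare bead set; values are compound well signal with DMSO vehicle wells as background; inactives centre near 16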
Bfl-1 Bim block: human Bim-Bfl-1 interaction inhibition; Q16548; Bead-based flow cytometry, Bim-Bfl-1 binding inhibition; 190,000 compounds, 0.12% hits; inhibition, % at 10 µM;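 also: 0% = wells without compound plus tracer and 100% = blocker peptide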
RGS7-Gao: human RGS7-Galphao interaction regulation. AID 1439. Multiplexed bead flow cytometry, RGS7-Galphao binding; actives lie on both sides. 220,000 compounds, 0.35% hits. binding response (% of control), % at 10 µM. P09471; in the data active = binding response below about 49% or above about 150%; inconclusive = no clear call, values can overlap the other calls; inactive = in between;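 also: fluorescent Galphao held in activated GDP-AlF4 state binding bead-coupled RGS7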
ABCG2 inh: inhibitors of human ABCG2 transporter, ABCB1 counter-screen; Q9UNQ0; IgMXP3 cells, JC-1 efflux, flow cytometry; inhibition, % at 6.6 µM; 190,000 compounds, 0.1% hits;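 active = inhibition above 80%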;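 also: 0% = DMSO and 100% = nicardipine control wells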
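Test system: ABCG2 IgMXP3 and barcoded ABCB1 CCRF-Adr cell mix; Schedule: cells with compound and JC-1, 10 min at 25 °C, rotating, no wash; Technique: flow cytometry of retained JC-1 fluorescence; Measure: % inhibition of efflux relative to nicardipine and DMSO; Controls: nicardipine high and DMSO low controls.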
RGS4-Gao reg: human RGS4-Galphao interaction regulation | P09471 | 220,000 compounds, 0.33% hits | Multiplexed bead flow cytometry, RGS4-Galphao binding; actives lie on both sides | binding response (% of control), % at 10 µM; in the data active = binding response below about 49% or above about 150%; inactive = in between;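 also: fluorescent Galphao activated with aluminum fluoride binding bead-coupled RGS4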
An asterisk follows results filed as active; ? = inconclusive; / = not tested or not shown. Rule as the data show it, unless noted: active = inhibition above about 40%.

The opening 3 entries, to show the layout:
Molecule,Bim-Bcl-2,ABCB1 block,Bim-Bcl-XL,RGS8-Gao reg,Bcl-W Bim block,Bim-Bcl-B,GSH fluor,Bfl-1 Bim block,RGS7-Gao,ABCG2 inh,RGS4-Gao reg
CC1(C)CC(N2CCOCC2)=CC(=[N+]2CCOCC2)C1,-3,0.4,0,103,0,-1,6,-3,100,1,104
COc1ccc(N2CCCn3c2nc2c3c(=O)n(CCCc3ccccc3)c(=O)n2C)cc1,-1,1.3,0,97,-4,-3,15,-2,92,7,96
Cc1cccc(NC(=O)CSc2nc3c(c(=O)[nH]2)CCC3)c1C,-5,0.2,-8,104,-4,-8,12,-10,104,2,102

This part in full (from the top)
Molecule,Bim-Bcl-2,ABCB1 block,Bim-Bcl-XL,RGS8-Gao reg,Bcl-W Bim block,Bim-Bcl-B,GSH fluor,Bfl-1 Bim block,RGS7-Gao,ABCG2 inh,RGS4-Gao reg
CC1(C)CC(N2CCOCC2)=CC(=[N+]2CCOCC2)C1,-3,0.4,0,103,0,-1,6,-3,100,1,104
COc1ccc(N2CCCn3c2nc2c3c(=O)n(CCCc3ccccc3)c(=O)n2C)cc1,-1,1.3,0,97,-4,-3,15,-2,92,7,96
Cc1cccc(NC(=O)CSc2nc3c(c(=O)[nH]2)CCC3)c1C,-5,0.2,-8,104,-4,-8,12,-10,104,2,102
O=C(c1cc2c(s1)CCCC2)N1CCN(C(=O)C2CCCO2)CC1 (configuration not stated),-9,0.4,-3,98,2,-9,39,-12,96,1,97
CCOc1ccccc1C(C(=O)NCCOC)N(CCOC)C(=O)Cn1nnc2ccccc21 (configuration not stated),-2,0.9,-1,102,0,-8,22,-5,100,2,106
COc1cc(C(=O)CCN2CCC(c3ccccc3)C2)cc(OC)c1OC (configuration not stated),-2,0.8,-6,99,-2,-3,7,0,101,-2,102
C=CCn1c(SCc2csc(C)n2)nc2scc(-c3ccc(C)o3)c2c1=O,-8,1.1,-8,102,-3,-10,33,-16,103,13,107
COc1ccc(NC(=O)Nc2cc(C)ccc2F)cc1OC,-2,0.2,0,102,-2,0,17,-2,97,1,101
CCCNC(=O)CCNC(=O)c1ccc(C(C)(C)C)cc1,-8,1.0,-4,101,0,-7,20,-13,104,14,103
COc1ccc2nc(NC(=O)CS(=O)(=O)Cc3ccccc3)sc2c1,-3,0.4,-1,102,-2,-4,12,-4,?,2,105
CN(C)c1ccc(-c2nnc(-c3ccc(S(=O)(=O)C(F)F)cc3)o2)cc1,-1,-0.1,-3,100,2,-6,17,-10,103,2,94
CNC(=O)COc1ccc(-c2nn(C)c(=O)c3ccccc23)cc1,-7,0.0,-3,105,0,-10,39,-15,102,0,108
O=C(O)CCC(=O)NNc1ccccc1[N+](=O)[O-],-3,1.1,-6,98,-3,-10,10,-2,99,2,97
O=C(CNC(=O)c1ccc(Cl)cc1)N/N=C/C=C/c1ccccc1,1,-0.2,1,109,2,4,10,5,108,36,105
COc1ccc(/C=N/NC(=O)C(=O)Nc2ccccn2)cc1OC,-16,2.1,-7,100,0,-8,31,-19,99,48,100
CCCCCCC(=O)OCC(=O)c1ccc2c(c1)NC(=O)CO2,0,1.0,-3,99,-1,-4,14,-5,?,6,102
Cc1csc(SCC(=O)NC(C)c2ccc(F)cc2)n1 (configuration not stated),-5,0.0,-5,100,-4,-6,16,-3,?,1,101
C=CCSc1nnc(CNC(=O)c2ccccc2C)n1C(C)C,-1,1.1,0,98,-2,-2,12,-6,?,4,96
O=[n+]1cc(-c2cccc3ccccc23)n([O-])c2c1CCC2,-1,0.2,-19,104,3,0,64,-6,105,1,103
C/C(=N\NS(=O)(=O)c1ccc(C)cc1)c1cccs1,-2,-0.1,0,75,0,0,25,0,53,0,78
CCCS(=O)(=O)NCc1cn2cccc(C)c2n1,4,-0.1,2,100,6,3,74,7,102,1,98
Cc1ccccc1-c1nc(CS(=O)CC(=O)NCCN2CCN(Cc3ccccc3)CC2)c(C)o1 (configuration not stated),2,0.6,0,101,-1,-2,15,0,100,0,102
CC(C)c1ccc(C2C3=C(CC(C)(C)CC3=O)NC3=C2C(=O)c2ccccc23)cc1 (configuration not stated),1,0.8,-1,97,0,0,22,4,96,2,92
Cc1cc2ncn(C(=O)N3CCCC3)c2cc1C,0,2.2,-4,105,0,-3,17,1,101,11,103
c1ccc(CCCc2nc(-c3ccccn3)no2)cc1,-11,0.4,-3,101,-2,-7,23,-9,105,5,100
O=C(NCC1CCCO1)c1ccc2c(=O)n(-c3ccccc3)c(=S)[nH]c2c1 (configuration not stated),-4,0.1,-4,102,-5,-5,11,3,109,0,108
NS(=O)(=O)c1cccc(NC(=O)CSc2nc3ccccc3c(=O)n2CCCN2CCOCC2)c1,-3,0.8,-5,101,-2,-6,12,0,97,5,99
S=C(Nc1ccc(Cl)cc1)N(CCCN1CCOCC1)Cc1ccco1,8,0.0,-5,119,-4,1,8,7,105,11,105
CCOC(=O)c1c(/N=C/c2cc([N+](=O)[O-])ccc2O)sc(C)c1C,2,-0.2,0,110,1,-1,4,2,102,-1,104
Cc1cc(C(=O)N/N=C/c2sccc2C)no1,-2,/,-3,100,-3,-3,12,0,99,0,100
COc1ccc(CNC(=O)[C@H](C)[C@@H]2C[C@@]2(C)[C@@H](NC(=O)OCc2ccccc2)c2ccccc2)cc1OC,0,14,0,105,0,-4,17,1,100,26,104
COc1ccc(-c2cn3cc(C)ccc3n2)cc1OC,0,1.0,-1,101,1,0,14,0,102,4,100
CSc1cccc(NC(=O)CSc2nc3ccccc3o2)c1,-8,-0.2,-5,100,-1,-5,25,-15,107,8,99
Cc1ccn2c(c1)nc(=S)n2C(=O)c1ccccc1,-5,0.4,-7,93,-6,-34,21,2,102,7,98
NNC(=O)c1sccc1OCc1cccc(C(F)(F)F)c1,-5,0.1,0,101,0,2,10,-3,102,8,99
CCN(C(=O)CCc1nc(-c2ccccc2F)no1)c1cc(OC)ccc1OC,-5,2.5,-3,103,-5,-10,25,-3,99,6,99
Cc1ccc(NS(=O)(=O)c2cc(C(=O)Nc3cccc([N+](=O)[O-])c3)ccc2C)cc1,-7,3.0,-9,96,-2,-8,10,-13,95,1,103
Cc1ccc(-c2nn3c(C)nnc3c3ccccc23)cc1S(=O)(=O)N(C)CCO,-14,-1.3,-4,101,0,-13,33,-17,95,8,100
O=C(CCc1nnc(Cc2c[nH]c3ccccc23)o1)NC(C1CC1)C1CC1,-2,0.1,1,100,-1,-3,14,-6,97,1,99
O=C(CCN1CCN(C/C=C/c2ccccc2)CC1)Nc1ccc(Cl)cc1,-2,1.8,0,98,1,1,15,-2,102,24,105
COc1ccc(NC(=O)C(=O)N2N=C3CCCCC3C2(O)C(F)(F)F)cc1 (configuration not stated),-4,0.4,-6,101,-2,-5,11,-7,98,1,101
COc1ccc(C(=O)NC(=S)NNC(=O)CCc2ccccc2)cc1,-1,-0.1,-4,100,-2,-2,14,0,101,1,100
CC(Oc1ccccc1F)C(=O)NNC(=O)c1cc2ccccc2o1 (configuration not stated),-4,0.7,0,95,0,-5,17,-5,96,5,96
Cc1c(C(=O)NN2CCOCC2)oc2ccccc12,-5,0.1,-2,100,1,-3,19,-5,?,1,97
COc1ccc(NS(=O)(=O)c2cc(NC(=O)c3cnc(C)cn3)ccc2N2CCCC2)cc1,-1,2.8,-3,86,0,-7,6,0,90,17,94
Cc1nc(-c2ccc(NS(=O)(=O)c3ccccc3)cc2)cs1,-2,0.0,1,99,-2,-1,74,-2,104,0,102
Cc1ccc(N(C(=O)c2sc(C)nc2C)C(C(=O)NCc2ccco2)c2ccccc2)cc1 (configuration not stated),-9,0.8,-1,94,-1,-9,29,-15,90,3,95
Cc1ccsc1/C=C(\C#N)C(=O)NCCCN1CCOCC1,0,0.6,1,103,0,-1,11,-4,100,2,102
Cc1c(CCO)c(=O)n(-c2ccccc2)n1S(=O)(=O)c1ccc([N+](=O)[O-])cc1,0,-0.3,0,102,-2,-3,16,-5,105,0,103
O=C(CNC(=O)c1cccs1)OCC(=O)c1ccccc1,-1,/,0,100,-1,-3,17,-13,97,/,99
Cc1c(Br)cc(-c2nnco2)cc1Br,-7,0.4,-6,100,0,-4,35,-13,98,7,99
Cc1cnc(C(=O)NCC(c2ccccc2)c2ccccc2)cn1,-1,0.4,-5,105,-3,-4,11,-7,102,3,102
O=C(OCc1nc2ccccc2s1)c1cccc(N2C(=O)CCC2=O)c1,0,-0.5,2,101,1,1,16,2,?,4,102
CC(C)OC(=O)C1C2C=CC3(CN(C(C)c4ccc(Br)cc4)C(=O)C13)O2 (configuration not stated),-4,-0.1,-5,94,-5,-4,14,-1,96,-1,97
CC(/C=C/c1ccccc1F)=N\NC(=O)c1cccc(F)c1,-1,-0.3,0,100,1,-2,10,-3,102,9,102
CCc1ccc(C(=O)c2cnc3ccc(OC)cc3c2N2CCN(CC)CC2)cc1,1,2.5,-5,104,-4,-8,14,-4,103,4,106

The results go on:
Molecule,Bim-Bcl-2,ABCB1 block,Bim-Bcl-XL,RGS8-Gao reg,Bcl-W Bim block,Bim-Bcl-B,GSH fluor,Bfl-1 Bim block,RGS7-Gao,ABCG2 inh,RGS4-Gao reg
Cc1cc(-c2ccccc2)nc2[n+]1CCN2C,7,0.7,0,100,1,5,10,2,99,2,101
Cc1nn(-c2ccccc2)c(C)c1C(=O)OCC(=O)N1CC(=O)Nc2ccccc21,-4,0.6,-2,104,-3,0,7,-2,99,4,102
Cc1csc2c(=O)[nH]cnc12,-6,-0.1,-1,98,1,-3,26,-4,95,0,97
CSCCOC(=O)COc1ccc(/C=N/NC(=O)c2nn(C)cc2Cl)cc1,0,-0.1,-4,100,-3,-4,12,0,104,1,103
Cc1cc(C)c(C)c(OCCOCCNCc2ccccc2)c1,-3,24,-5,100,-2,-6,13,-1,95,4,96
CNc1oc(Cc2cccc3ccccc23)nc1C#N,-8,1.0,-4,98,0,-9,60,-14,97,4,99
CCOC(=O)C1=C(C(F)(F)F)Nc2ncnn2C1c1cccc(OC)c1OC (configuration not stated),-7,0.8,-2,102,0,-3,13,-10,98,7,98
COc1ccc(C(=O)C2CCCN(Cc3cccn3-c3ccccn3)C2)c(C)c1 (configuration not stated),0,0.4,-2,102,-2,-2,10,-5,97,1,102
CCN(CC(=O)Nc1ccccc1C(=O)Nc1ccccc1)Cc1nc2ccccc2c(=O)[nH]1,-2,2.1,-2,101,-1,-2,10,-2,101,6,99
OC1CCNC(=S)N1c1ccccc1 (configuration not stated),5,0.4,1,103,2,-1,9,1,99,0,102
COc1ccccc1N1CCN(C(=O)COc2ccc(Cl)cc2Br)CC1,-5,0.7,-1,101,0,-3,13,-2,98,2,100
Cc1cccc(NS(=O)(=O)c2cccc([N+](=O)[O-])c2)n1,-4,0.3,-3,99,-3,-6,13,-4,99,1,99
CSc1nc(-c2ccccc2)nn1C(=O)c1ccc(Cl)cc1,5,1.3,1,98,1,1,9,0,102,8,99
